TR SRC2 fluor cs = Texas Red fluorescence interference in TRb-SRC2 counter-screen. AID 1479. Potency, µM (top dose mostly 106 µM), inactives show at the highest dose fluorescence change, negative = quenching. TRb/SRC2 Texas Red total fluorescence interference. 0.29% of 280,000 active; active = well fitted curve in either direction with a large enough effect; inconclusive = small, poorly fitted or top-dose-only effect; also: potency is read from the fitted curve at half-maximal effect; % is scaled to controls: 0 for no effect and ±100 for the full control effect
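Human TRb ligand-binding domain at 0.6 uM with 20 nM Texas Red SRC2 peptide in Tris buffer containing 1 uM T3 and 5% DMSO, incubated with compound 5 h at ambient temperature. Total fluorescence (555/632 nm) calculated as parallel + 2 × perpendicular.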
TRb SRC2 PPI = inhibitors of human thyroid hormone receptor beta-SRC2 interaction. TRbeta-SRC2 peptide binding, fluorescence polarization; receptor liganded with 1 µM T3. Potency, µM (highest dose often 106 µM), without a hit: top-dose activity change, negative = inhibition, most hits filed as inhibitors. 0.065% of 280,000 active. P10828;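 also: potency is read from the fitted curve at half-maximal effect; plate controls were bound peptide for no effect and peptide without receptor for full effect; nearly all actives have a fitted effect of over 50% in size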
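Human TRb ligand-binding domain (0.6 uM) is mixed with 20 nM Texas Red SRC2 peptide and 1 uM T3; after compound addition and 5 hr at ambient temperature, polarization is measured and normalized to unbound and bound controls.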
aGal spleen mod = inhibitors or activators of human alpha-galactosidase in spleen homogenate | P06280 | human spleen homogenate, 4MU-alpha-Gal fluorescence, 40 min | Potency, µM (doses to about 80 µM), without a hit: top-dose activity change, negative = inhibition, most hits filed as inhibitors | 0.008% of 240,000 active | AID 2107;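 also: potency is read from the fitted curve at half-maximal effect; 0% = enzyme with vehicle and -100% = no enzyme basal signal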
Target sequence (P06280 32-429 limits assumed): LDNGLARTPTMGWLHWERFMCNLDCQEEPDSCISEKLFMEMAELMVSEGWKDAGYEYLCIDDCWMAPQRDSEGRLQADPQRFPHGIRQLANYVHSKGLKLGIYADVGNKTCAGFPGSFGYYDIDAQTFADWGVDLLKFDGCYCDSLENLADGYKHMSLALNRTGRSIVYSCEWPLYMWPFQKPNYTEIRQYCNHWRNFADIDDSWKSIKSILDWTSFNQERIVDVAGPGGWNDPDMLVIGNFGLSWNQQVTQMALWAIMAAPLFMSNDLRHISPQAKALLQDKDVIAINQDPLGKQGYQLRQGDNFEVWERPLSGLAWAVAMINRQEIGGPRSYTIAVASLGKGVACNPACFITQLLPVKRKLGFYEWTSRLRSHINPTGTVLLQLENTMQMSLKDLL
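Human spleen homogenate (1 ug) as enzyme source, 4-methylumbelliferyl-alpha-D-galactopyranoside 1 mM final, citrate/phosphate pH 5.0 with 0.01% Tween-20. Compounds 40 min at 37C, NaOH/glycine stop; fluorescence Ex 365/Em 440, Hill-fit AC50.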
Tau fluor cs = counter-screen for tau fibril formation inhibitors; tau K18 P301L Alexa594 fluorescence, heparin fibrillization; Potency, µM (series often up to 57.7 µM), without a hit: at the highest dose activity change, negative = decrease; 0.93% of 280,000 active; AID 1463; also: potency is read from the fitted curve at half-maximal effect; % is scaled to controls: 0 for no effect and ±100 for the full control effect; nearly all actives have a fitted effect of over 55% in size
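Human tau K18 P301L (15 uM unlabeled, 0.24 uM Alexa 594-labeled) in 100 mM sodium acetate pH 7 with 20 uM heparin, 6 hr at 37 C. ThT 30 uM added, 1 hr ambient; Alexa 594 FP and total fluorescence read at 555/632 nm.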
NPSR antagonist = blocks cAMP signaling of the human neuropeptide S receptor | Q6W5P4 | CHO-NPSR cells, cAMP TR-FRET, antagonist mode | Potency, µM (highest dose often 38.3 µM), inactives show at the highest dose activity change, negative = inhibition, usual class: inhibitors | 1% of 220,000 active; also: potency is read from the fitted curve at half-maximal effect; % is scaled to controls: 0 for no effect and ±100 for the full control effect; nearly all actives have a fitted effect of over 50% in size; many of its hits are not listed in these tables
Target sequence (Q6W5P4 whole entry, looked up): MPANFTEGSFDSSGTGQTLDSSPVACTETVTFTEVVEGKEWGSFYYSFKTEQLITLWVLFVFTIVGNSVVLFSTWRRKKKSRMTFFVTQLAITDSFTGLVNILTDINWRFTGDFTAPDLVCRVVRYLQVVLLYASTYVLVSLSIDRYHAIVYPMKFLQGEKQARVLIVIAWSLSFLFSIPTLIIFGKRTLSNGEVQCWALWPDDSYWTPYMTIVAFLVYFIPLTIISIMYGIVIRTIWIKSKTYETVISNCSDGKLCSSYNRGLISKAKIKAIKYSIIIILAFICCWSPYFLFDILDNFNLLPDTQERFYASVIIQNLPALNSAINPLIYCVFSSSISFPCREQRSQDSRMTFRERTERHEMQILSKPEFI
Tau fibril FP = tau fibrillization inhibition (FP); K18 P301L tau heparin fibrillization, Alexa594 FP, 6 h; 0.39% of 280,000 active; P10636; Potency, µM (highest dose often 57.7 µM), inactives show at the highest dose activity, negative = inhibition, actives largely listed as inhibitors; also: potency is read from the fitted curve at half-maximal effect; % is scaled to controls: 0 for no effect and ±100 for the full control effect; nearly all actives have a fitted effect of over 55% in size
Target sequence (P10636 561-689 P618L limits assumed): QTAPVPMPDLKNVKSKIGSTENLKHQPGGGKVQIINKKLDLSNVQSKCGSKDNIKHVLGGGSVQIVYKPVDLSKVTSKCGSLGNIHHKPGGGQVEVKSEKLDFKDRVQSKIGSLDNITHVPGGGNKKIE
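Quantitative HTS format: compounds meet 15 uM recombinant K18 P301L tau and Alexa 594-tau tracer in 100 mM sodium acetate pH 7; 20 uM heparin triggers fibrillization at 37 C over 6 hr; FP gives the signal.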
CBFb RUNX1 block = CBF-beta/RUNX1 interaction disruption; AlphaScreen CBFb-His/RUNX1-biotin binding, biochemical; Potency, µM (top dose mostly 59.8 µM), without a hit: at the top dose activity, negative = inhibition, most hits filed as inhibitors; 230,000 tested, under 10 active; AID 1477; also: % of control where 0% means no effect
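Interaction loss through any mechanism counts as activity. Pre-formed complex of His-CBF-beta and biotin-RUNX1 (30 nM apiece) is incubated with compound 15 min, then with 50 ng nickel and 50 ng streptavidin beads for 90 min before AlphaScreen detection.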
Epigenetic derep = regulators of epigenetic silencing causing reporter derepression in mouse cells; murine LDR cells, GFP reporter derepression, 30 h; Potency, µM (titrated, usually from 53.9 µM), for inactives: at the highest dose GFP activation, actives largely listed as activators; 0.2% of 280,000 active; AID 1865; also: potency is read from the fitted curve at half-maximal effect; % of control where 0% means no effect; nearly all actives have a fitted effect of over 60% in size
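Murine LDR cells carrying a silenced, genomically integrated CMV-driven GFP reporter were exposed to compound for 30 hours at 37 C. After PBS washes, GFP-positive cells (20–120 um objects) were counted by laser-scanning microplate cytometry.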
* marks the source's active call; other numbers are inactive results; u = inconclusive; x = not tested or not shown; & = joins results of further samples; [ ] = remark or other dose. Unless noted, calls follow the shape of the dose curve; as a rule, active = well fitted curve in the direction sought with a large enough effect; inconclusive = small, poorly fitted or top-dose-only effect, or another doubt; inactive = no such curve, though single readings can be large; an effect the other way counts as inactive or inconclusive.

SMILES | TR SRC2 fluor cs | TRb SRC2 PPI | aGal spleen mod | Tau fluor cs | NPSR antagonist | Tau fibril FP | CBFb RUNX1 block | Epigenetic derep
OC(c1cccc(Cl)c1)(c1cccc(Cl)c1)C1CN2CCC1CC2 (configuration not stated) | 1.0%[53 µM] | 1.0%[53 µM] | -1.8% | 1.4% | u | 14.8% | -0.1% | 1.8%
CN(C)CCOC(=O)c1cn(Cc2ccccc2)c2ccccc12 | -0.1% | -14.2% | -5.9% | -1.1% | 0.1%[46.1 µM] | -2.5% | 1.4% | -1.1%
COc1c2c(c(CC=C(C)C)c3oc(=O)c(-c4ccc(O)cc4)c(O)c13)OC(C)(C)C=C2 | -5.1% | -3.4% | 13.2% | u | x | -2.4% | x | 1.0%
Cn1c(=O)c2nncnc2n(C)c1=O | -5.8% | -11.8% | -5.6% | -25.2% | 12.0% | -1.5% | -7.6% | 0.0%
Cc1ccc(OCC(=O)N2CCN(C3CCC(c4ccccc4)CC3)CC2)cc1 (configuration not stated) | 0.1% | -4.7% | 4.0% | -3.3% | -6.7% | 6.8% | -6.2% | -3.1%
COCc1cc(OC(=O)N(C)C)nc(-c2ccc(C)c(Cl)c2)n1 | -5.4% | -3.8% | 7.0% | -25.9% | 6.5% | -11.4% | 10.3% | 0.1%
CCCn1c(C(=O)c2ccccc2)nc2ccccc21 | -4.9% | 8.3% | 0.5% | -18.4% | -5.2% | -6.2% | 5.1% | 1.1%
C[C@]12CCC(=O)C=C1CC[C@@H]1[C@@H]2CC[C@@]2(C)[C@H]1CC[C@]2(C)O | -1.8%&-0.9%&0.3% | 3.0%&0.3%&15.9% | -6.5%&-6.2%&10.5% | -0.6%&-6.3% | -34.1% | 9.6%&0.7% | -1.6% | 0.6%&0.0%
O=P(c1ccccc1)(c1ccccc1)N1CCCCC1 | -1.1% | -9.1% | 1.4% | 7.3% | -18.4%[46.1 µM] | 1.7% | 0.2% | -2.1%
Nc1ccncc1 | 1.1% | -6.3% | 8.5%&-6.8%&-6.2%&-0.8%&11.3%&2.5%&-7.8% | 1.0%&2.8%&-4.4%&5.9%&-4.7%&-13.2%&2.3% | -2.1% | u | 11.6% | 0.9%&-1.2%&7.4%&0.0%&-1.0%&-1.3%&1.1%
CC#CP(=O)(OC)C(O)(CF)c1ccccc1 (configuration not stated) | 0.3% | 3.3% | 3.8% | -2.6% | 21.9% | -2.7% | 2.9% | 1.1%
CC(N)c1cccc(Cl)c1Cl (configuration not stated) | 4.9% | 4.2% | u | -6.3% | -4.3%[46.1 µM] | -3.4% | 12.0% | -1.2%
COc1ccc2[nH]cc(CCN=C(NC(=O)c3ccccc3OC)Nc3nc(C)cc(C)n3)c2c1 | u | 6.4% | x | u | x | 10.4% | x | -0.2%
CC(C)(C)C(=O)OCC12CCC(O1)C1(C)C(=O)OCC21 (configuration not stated) | -0.5% | 5.6% | 15.8% | -6.0% | 13.0% | -2.0% | -16.8% | 0.1%
CN(C)C(=O)CSc1nnc([C@@H](N)Cc2ccccc2)o1 | -2.3% | -6.7% | 14.3% | -3.6% | -3.0%[46.1 µM] | 4.0% | 4.8% | -0.6%
Cc1ccc(S(=O)(=O)N(C)C/N=C(\N)N[N+](=O)[O-])cc1 | 1.0% | 5.9% | 11.1% | -3.8% | 5.8% | -1.1% | -3.4% | -5.5%
CC(O)C(C)OC(=O)[C@@H]1C[C@@H]2c3cccc4c3c(cn4C(C)C)C[C@H]2N(C)C1 (some centres not stated) | -27.2%&-1.2% | -3.6%&4.3% | 18.8%&-21.1% | -15.7%&-1.7% | -8.3%[46.1 µM] | -2.1%&3.0% | u | 2.4%&-1.1%
CC(C)(C)c1ccc(C(=O)Nc2ccc3nc(SCC(=O)N4CCCC4)sc3c2)cc1 | 2.7% | -6.5% | x | u | x | -8.0% | x | -3.2%
Cn1c(O)c(/C=N/c2ccccn2)c(=O)n(C)c1=O | -5.4% | -1.8% | 14.8% | -10.3% | 1.5%[46.1 µM] | -3.7% | 2.7% | 0.7%
CCCCC/C=C\C/C=C\C/C=C\C/C=C\CCCC(N)=O | -1.4%&-2.3%&-0.8% | 1.6%&-2.5%&-0.3% | 5.7%&18.9%&-8.8% | -1.6%&-9.5%&-3.0% | x | -1.1%&3.6%&0.8% | -2.5%&8.9%&-5.5% | 1.1%&-1.1%&-0.3%
COC(=O)c1ccccc1OP1(=O)COc2ccccc2OC1 | -1.9% | -3.7% | 1.1% | 2.9% | -2.9%[46.1 µM] | 0.1% | 1.5% | 0.8%
Cc1cc(S(=O)(=O)NCC(C)C)ccc1OCC(=O)N1CCN(Cc2ccccc2)CC1 | -8.9% | -0.2% | 0.6% | 6.0% | -20.7%[46.1 µM] | 2.8% | 6.5% | -1.1%
CCC1CN2CCC1CC2C(Oc1cc2ccccc2c2ccccc12)c1ccnc2ccc(O)cc12 (configuration not stated) | -0.9%[11.2 µM] | 5.8%[11.2 µM] | -0.9%[17.5 µM] | -6.4%[11.6 µM] | x | -7.1%[11.6 µM] | -1.0%[13.1 µM] | 1.1%[10.1 µM]
Cn1cccc1CNCCc1ccc(F)cc1 | -0.9% | -11.1% | 4.8% | -1.1% | 5.3%[46.1 µM] | 6.7% | 0.1% | -1.1%
CSc1ncc(/C=C2/C(=O)NC(=O)N(c3ccc(C(C)C)cc3)C2=O)cn1 | -1.1% | 3.0% | 9.2% | -18.0% | -45.6% | u | 2.2% | 1.1%
O=C1CCCC2[C@@H]3CCCN4CCC[C@@H](CN12)C34 (some centres not stated) | -1.3% | -10.1% | 5.6% | 1.4% | x | -12.6% | 13.8%[21.7 µM] | u
N#C/C=C/C#N | -4.2% | 11.1% | -2.3% | x | x | x | 9.1%[21.7 µM] | x
CCN1CCN(c2nc([N+](=O)[O-])nn2C)CC1 | -2.0% | 4.5% | 4.6% | -7.3% | -17.7% | -2.6% | 7.2% | -1.0%
O=C1CC(=O)N(c2cccc(Cl)c2)C(=O)N1 | 1.4% | 0.7% | 3.0% | -12.2% | -2.2%[46.1 µM] | -2.3% | -1.8% | 0.0%
COC1C(O)C(C)O[C@H](OC2CC[C@@]3(C=O)C4CC[C@]5(C)C(C6=CC(=O)OC6)CC[C@@]5(O)C4CC[C@@H]3C2)C1O (some centres not stated) | -1.7% | -2.2% | -1.0% | -0.8% | x | 1.6% | 5.5% | -0.3%
CC#C[C@]1(O)CC[C@H]2C3C=C(C)C4=CC(=O)C=C[C@]4(C)[C@H]3[C@@H](O)C[C@@]21C (some centres not stated) | -0.4% | -3.3% | 7.3% | x | x | x | 24.1% | x
CCC(=O)Oc1ccc2c(c1)CCC1C2CC[C@]2(C)C(OC(=O)CC)CCC12 (some centres not stated) | u | -21.1% | -13.6% | -18.4% | x | 9.5% | 7.6% | -4.3%
O=c1[nH]c(=O)n(CCc2ccccc2)c(O)c1C=NCCCn1ccnc1 | -5.0% | -7.2% | 1.9% | -3.9% | -12.6%[46.1 µM] | 10.1% | 5.5% | 1.0%
C(=NC12CN3CN(CN(C3)C1)C2)c1cccnc1 | -1.1% | -1.8% | -3.3% | 4.2% | -4.3%[46.1 µM] | 1.5% | -10.7% | 5.3%
CS(=O)(=O)N1CCN(C(=N)N[N+](=O)[O-])CC1 | 1.2% | 8.5% | -1.1% | 2.6% | 22.3% | 2.3% | 6.7% | -0.1%
O=C(COc1ccc(Cl)cc1)N(c1ccc(Cl)cc1)C1CN2CCC1CC2 (configuration not stated) | -3.3% | -1.0% | 0.1% | -1.5% | -0.2% | 3.6% | 14.3% | 0.0%
CCCCn1c(O)c(C(CC)=NC(C)c2ccccc2)c(=O)[nH]c1=O (configuration not stated) | 0.2% | -8.8% | 0.5% | -7.8% | -28.0%[46.1 µM] | -2.4% | -2.6% | -3.2%
COc1cc(/C=N/NC(=O)CN2CC(c3ccccc3)CC2=O)ccc1OC(=O)N(C)C (configuration not stated) | -1.4% | -3.7% | -3.3% | 1.9% | -3.2%[46.1 µM] | 0.8% | -3.0% | -1.3%
Cc1c(P(=S)(c2ccccc2)c2ccccc2)[n+]2ccccc2n1C | -0.5% | 6.5% | 1.0% | -0.1% | 1.26µM* | -0.6% | 1.8% | -1.5%
CN1[C@@H]2CC[C@H]1CC(O[C@@H](c1ccccc1)c1ccc(Cl)cc1)C2 (some centres not stated) | -1.7% | -6.5% | 13.9% | -0.8% | x | -3.5% | -8.9%[21.7 µM] | 1.5%
N#C/C(=C\c1cccc(O)c1)C(=O)O | 0.0% | -0.8% | 2.1% | -6.8% | x | -4.8% | x | 2.6%

Entries of single compounds, looked up by structure. Values in the order: TR SRC2 fluor cs, TRb SRC2 PPI, aGal spleen mod, Tau fluor cs, NPSR antagonist, Tau fibril FP, CBFb RUNX1 block, Epigenetic derep
Profile of COC(=O)c1ccccc1OP1(=O)COc2ccccc2OC1 : -1.9%, -3.7%, 1.1%, 2.9%, -2.9%[46.1 µM], 0.1%, 1.5%, 0.8%
Profile of C[C@]12CCC(=O)C=C1CC[C@@H]1[C@@H]2CC[C@@]2(C)[C@H]1CC[C@]2(C)O : -1.8%&-0.9%&0.3%, 3.0%&0.3%&15.9%, -6.5%&-6.2%&10.5%, -0.6%&-6.3%, -34.1%, 9.6%&0.7%, -1.6%, 0.6%&0.0%
Profile of OC(c1cccc(Cl)c1)(c1cccc(Cl)c1)C1CN2CCC1CC2 (configuration not stated) : 1.0%[53 µM], 1.0%[53 µM], -1.8%, 1.4%, u, 14.8%, -0.1%, 1.8%
Profile of Cn1c(=O)c2nncnc2n(C)c1=O : -5.8%, -11.8%, -5.6%, -25.2%, 12.0%, -1.5%, -7.6%, 0.0%
Profile of COc1c2c(c(CC=C(C)C)c3oc(=O)c(-c4ccc(O)cc4)c(O)c13)OC(C)(C)C=C2 : -5.1%, -3.4%, 13.2%, u, x, -2.4%, x, 1.0%

Screening data from PubChem.

The list is partial (hit frequency here may not be typical).
